Screens (PubChem BioAssay)
CF NFkB inh: blocks PAF-induced NF-kB reporter in cystic fibrosis cells; KKLEB NF-kB-GFP reporter, GFP fluorescence overnight; inhibition, % at 5 µM; 360,000 compounds, 0.86% hits; AID 588850;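 active means at least 50% inhibition at 5 µM, scaled per plate between neutral and stimulator controls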;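 further: PAF is a Pseudomonas aeruginosa culture filtrate used as stimulus; plate controls were PAF-stimulated DMSO wells for no effect and unstimulated DMSO wells for full effect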
hiPSC survival: enhancers of human iPSC single-cell survival; hiPSC single-cell survival, ATPlite luminescence; 100% = ROCK inhibitor wells, 0% = DMSO; survival enhancement, % at 20 µM; 360,000 compounds, 0.044% hits; AID 602274; in the data active means survival enhancement above about 18%;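 further: cells exposed to compounds for 16 hours before the ATP read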
TWEAK Fn14 block: blocks TWEAK-Fn14 interaction in a reporter cell assay; TWEAK-stimulated Fn14 reporter cells, luciferase luminescence, 8 h; 360,000 compounds, 2% hits; inhibition, % at 10 µM; AID 1159606; in the data active means inhibition above about 50%
KKLEB tox: counter-screen for CF NF-kB inhibitors: cytotoxicity. KKLEB CF airway cells viability, ATPlite luminescence, overnight; stronger effect = lower value; cells stimulated with P. aeruginosa culture filtrate. activity change (cytotoxicity), % at 5 µM. 360,000 compounds, 0.36% hits. AID 602141;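 active means corrected activity change at or below -50% at 5 µM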
Shn3 3UTR inh: Schnurri-3 reporter inhibition in Clone20 osteoblasts. AID 588674. Clone20 osteoblast Shn3 3'UTR firefly luciferase, 24 h. 360,000 compounds, 0.52% hits. inhibition, % at 12.5 µM;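 active means mean inhibition of at least 75% with every replicate also reaching 75%; inconclusive means mean inhibition at least 75% but some replicate below; inactive means mean inhibition below 75%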;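 further: 0% = median of neutral control wells and 100% = pilot-screen positive control compound; some compounds past the cut are filed as inactive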
NR2E3 ag-1: NR2E3 (human) agonism | 320,000 compounds, 0.12% hits | Q9Y5X4 | inhibition of corepressor binding, % at 4.78 µM | GST-NR2E3/biotin-RetCOR TR-FRET, 1536-well | AID 2300;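 active means percent inhibition above the cutoff of mean plus 3 SD of all tested compounds, set per screening campaign, cut at about 20% in these data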;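 further: 0% = DMSO wells and 100% = biotin wells as full block of FRET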
Target sequence (Q9Y5X4 whole entry, looked up): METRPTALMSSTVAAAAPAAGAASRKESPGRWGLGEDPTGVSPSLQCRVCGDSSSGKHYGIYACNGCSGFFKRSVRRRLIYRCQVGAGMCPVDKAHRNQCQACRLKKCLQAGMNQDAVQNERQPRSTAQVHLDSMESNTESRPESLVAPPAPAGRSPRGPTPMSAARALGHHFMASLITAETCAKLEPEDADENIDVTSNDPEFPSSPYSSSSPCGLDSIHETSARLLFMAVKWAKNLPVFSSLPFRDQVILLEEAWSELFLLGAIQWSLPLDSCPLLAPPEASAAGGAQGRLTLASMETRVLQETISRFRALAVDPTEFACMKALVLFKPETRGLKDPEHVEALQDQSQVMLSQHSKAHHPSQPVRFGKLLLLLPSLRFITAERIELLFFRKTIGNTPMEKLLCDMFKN
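Material – GST-tagged NR2E3 plus biotinylated RetCOR corepressor · Quantity – NR2E3 fusion 1.35 nM · Times – 5 h incubation at 4 °C · Medium – pH 7.5 Tris-based buffer · Technique – TR-FRET, Eu(K)-anti-GST donor, streptavidin-D2 acceptor, ex 340, em 617/671 nm · Benchmarks – high control biotin, low control 0.6% DMSO · Format – 1536-well plates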
Peg3 prom inh: reduces Peg3 promoter-driven luciferase expression in HeLa | HeLa PEG-Prom luciferase reporter, luminescence, overnight | inhibition, % at 20 µM | 360,000 compounds, 1.7% hits | AID 588405;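 active means inhibition of at least 50% at 20 µM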
aDG glyco up: alpha-DG glycosylation activation; Pro5-aDG cells, alpha-DG glycosylation AlphaScreen (IIH6); 0% Pro5, 100% B10-LARGE cell signal; activation, % at 10 µM; 360,000 compounds, 0.22% hits;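 active means activation of at least 8% versus controls, or a plate z-score of at least 8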;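 further: Pro5 are CHO cells carrying HIG-tagged alpha-DG that lacks glycosylation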
TRPM1 prom inh: MITF TRPM1 promoter inhibition in SK-MEL-5 cells; SK-MEL-5 TRPM1 promoter luciferase, 24 h; inhibition, % at 12.5 µM; 330,000 compounds, 0.83% hits;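 active means mean inhibition across replicates of 60% or more, whatever share of single replicates reaches that level; inconclusive means some that reach 60%, reason not given; inactive means mean inhibition across replicates below 60%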; further: values of inactives mirror those of a sister screen read the other way
NR2E3 ag-2: activates human NR2E3 receptor. CHO-S Gal4-NCOR/VP16-NR2E3 two-hybrid, luciferase. inhibition of corepressor binding, % at 3.98 µM. 360,000 compounds, 0.35% hits. AID 602229;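 active means inhibition above the mean of all tested compounds plus 3 SD, cut at about 70% in these data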;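 further: 0% = DMSO with NR2E3 transfected cells and 100% = cells lacking NR2E3 construct; higher means lower luciferase signal from less NR2E3 corepressor binding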
HIF-2a block: inhibitors of HIF-2a. 786-0 RCC cells HIF-2a reporter, luciferase luminescence, overnight. inhibition, % at 18.8 µM. 360,000 compounds, 0.72% hits. AID 624352;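 active means inhibition of the luminescence signal of 40% or more relative to plate controls, in a single-dose primary screen at 18.75 µM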
The depositor's hits bear a star; ? = inconclusive; nt = no result given.

(1) O=C(CC1CCCCC1)NCCS(=O)(=O)N1CCN(c2ccccc2)CC1
(2) CCOC(=O)N1CCN(CCC(=O)Nc2ccc(F)c(F)c2)CC1
(3) O=C(c1cc(-c2ccc3c(c2)OCO3)on1)N1CCOCC1
(4) C=CCn1c(C)cc(C(=O)COC(=O)C2CC(=O)N(CCc3ccc(OC)c(OC)c3)C2)c1C (stereo not drawn)
(5) Cc1cc(C(=O)OCC(=O)NCCc2ccccc2)c(C)o1
(6) CC(=O)c1c(O)cc(=O)n(-c2ccccc2)c1-c1cccc2ccccc12
(7) CC(=O)Nc1ccc(S(=O)(=O)NC2(C(F)(F)F)NC(=O)N(C3CCCCC3)C2=O)cc1 (stereo not drawn)
(8) Cc1c(Cl)cccc1-c1ccc(C(=O)N2CCN(c3ccc([N+](=O)[O-])cc3)CC2)o1
(9) CC(=O)OC(C(=O)NC1CCCCC1)c1ccc(C)cc1 (stereo not drawn)
(10) CC(CC(=O)Nc1cccc(Cl)c1)c1ccccc1 (stereo not drawn)

entry no.,1,2,3,4,5,6,7,8,9,10
NR2E3 ag-1,2.6,1.5,2.7,0.5,-0.7,4.1,1.3,4.4,2.2,-0.1
KKLEB tox,-4.4,6.8,-4.9,9.6,-5.5,6.7,-17.4,-6.8,3.4,-2.6
CF NFkB inh,-7.7,-15.4,13.1,14.2,12.1,4.8,14.5,5.5,7.0,11.1
Peg3 prom inh,4.7,0.1,-9.2,-25.1,6.7,8.5,0.9,9.7,1.0,0.0
TWEAK Fn14 block,0.6,8.3,77.2*,-9.2,3.3,2.9,4.8,30.9,2.3,-22.9
TRPM1 prom inh,4.5,7.4,15.0,-0.5,4.7,9.8,3.3,5.5,5.4,-0.8
NR2E3 ag-2,7.2,-8.8,-69.3,-4.7,2.1,-11.9,-2.2,4.4,2.5,6.5
Shn3 3UTR inh,-4.1,17.2,-19.9,-4.0,7.2,1.7,-3.3,3.4,6.9,5.7
aDG glyco up,-0.1,0.0,-0.2,0.0,0.0,1.7,0.0,1.6,-0.1,0.1
hiPSC survival,1.6,1.6,-3.4,-0.1,2.0,0.1,1.5,-2.3,-0.1,4.5
HIF-2a block,3.7,12.5,-7.6,-8.3,-0.1,-2.8,-8.0,11.7,-3.6,0.3

Copied from the results shown (five entries):
(6) CC(=O)c1c(O)cc(=O)n(-c2ccccc2)c1-c1cccc2ccccc12
(7) CC(=O)Nc1ccc(S(=O)(=O)NC2(C(F)(F)F)NC(=O)N(C3CCCCC3)C2=O)cc1 (stereo not drawn)
(8) Cc1c(Cl)cccc1-c1ccc(C(=O)N2CCN(c3ccc([N+](=O)[O-])cc3)CC2)o1
(9) CC(=O)OC(C(=O)NC1CCCCC1)c1ccc(C)cc1 (stereo not drawn)
(10) CC(CC(=O)Nc1cccc(Cl)c1)c1ccccc1 (stereo not drawn)

entry no.,6,7,8,9,10
NR2E3 ag-1,4.1,1.3,4.4,2.2,-0.1
KKLEB tox,6.7,-17.4,-6.8,3.4,-2.6
CF NFkB inh,4.8,14.5,5.5,7.0,11.1
Peg3 prom inh,8.5,0.9,9.7,1.0,0.0
TWEAK Fn14 block,2.9,4.8,30.9,2.3,-22.9
TRPM1 prom inh,9.8,3.3,5.5,5.4,-0.8
NR2E3 ag-2,-11.9,-2.2,4.4,2.5,6.5
Shn3 3UTR inh,1.7,-3.3,3.4,6.9,5.7
aDG glyco up,1.7,0.0,1.6,-0.1,0.1
hiPSC survival,0.1,1.5,-2.3,-0.1,4.5
HIF-2a block,-2.8,-8.0,11.7,-3.6,0.3

(list continues)
(11) COc1ccccc1-n1cnc2c(c1=O)c1nc3ccccc3nc1n2-c1ccc(C)cc1
(12) COc1ccc(C(c2nnnn2Cc2ccccc2)N2CCN(c3nc4ccccc4s3)CC2)cc1OC (stereo not drawn)
(13) Cc1cc(N2Cc3ccccc3C2)ccc1C=O
(14) Cc1ccc(NC(=O)CCC(=O)NNS(=O)(=O)c2ccccc2)cc1C
(15) CCCOc1ccc(/C(O)=C2\C(=O)C(=O)N(CCCOC)C23C(=O)N(C)c2ccccc23)cc1 (stereo not drawn)
(16) CCOC(=O)c1[nH]c2c(c1-c1ccccc1)C(=O)CC(c1ccc(OCC)cc1)C2 (stereo not drawn)
(17) CC1CCCC(NC(=O)C2N(CCCN3CCCC3)C(=O)C3C(C(=O)Nc4cccc(Cl)c4)C4C=CC32O4)C1C (stereo not drawn)
(18) Cc1ccc(-c2ccc(CCC(=O)O)n2NC(N)=S)cc1
(19) COc1ccc(OC)c(/C=N/n2c(COc3ccccc3)n[nH]c2=S)c1
(20) CN(CCO)Cc1csc2ccc(Br)cc12

entry no.,11,12,13,14,15,16,17,18,19,20
NR2E3 ag-1,-0.6,2.1,1.2,0.5,15.8,0.7,1.2,-1.6,nt,0.1
KKLEB tox,4.1,2.7,-0.2,8.6,-10.0,6.6,3.2,0.4,3.5,3.6
CF NFkB inh,-14.3,-7.1,4.4,-9.9,8.7,0.0,19.4,1.1,-11.3,-1.6
Peg3 prom inh,3.4,17.7,-218.7,-0.8,8.1,-9.5,3.2,-30.4,15.1,13.7
TWEAK Fn14 block,14.2,3.8,30.0,-2.9,9.2,-16.1,-10.1,16.4,0.0,1.1
TRPM1 prom inh,0.0,0.8,-45.9,1.5,-1.2,-4.0,-0.5,-9.1,-1.2,12.4
NR2E3 ag-2,-10.2,-23.9,-175.3,-12.3,7.0,-36.4,4.7,3.0,8.5,-4.4
Shn3 3UTR inh,5.4,1.4,-60.8,-15.4,-14.0,28.4,-11.6,-3.8,-2.4,-13.5
aDG glyco up,0.5,0.2,-0.3,-0.3,0.1,0.1,0.0,-0.2,0.1,0.1
hiPSC survival,0.6,-1.3,-0.3,-0.3,0.5,-0.2,-0.6,0.8,0.0,-0.8
HIF-2a block,-20.1,9.0,-145.5,4.4,12.3,-2.7,14.2,-51.9,20.3,8.1

(21) COc1ccc(C(=O)O)c(OC)n1
(22) Cc1cccc(C)c1NC(=O)NC1(C(=O)NCCCN2CCOCC2)CCCCC1
(23) CCOc1ccccc1N(CC(=O)Nc1ccccc1)S(=O)(=O)c1ccccc1
(24) O=C(O)Cc1ccc(NS(=O)(=O)c2ccc3ccccc3c2)cc1
(25) COc1ccc(C)cc1S(=O)(=O)N(CC(=O)N1CCCC1)c1ccccc1
(26) O=C(NC1CSC/C1=N\O)c1ccccc1 (stereo not drawn)
(27) O=C(N[C@H]1CCC(=O)N(CCSc2ccc(Br)cc2)CC1)OCc1ccccc1
(28) CC1(C)c2[nH]c3ccccc3c2C[C@H]2C(=O)N(CCCCCO)CC(=O)N21
(29) COc1ccc(S(=O)(=O)N2CCOCC2)cc1NC(=O)Cc1ccc(Cl)c(Cl)c1
(30) CN(Cc1ccccc1O)CC1CCCN(CCc2ccc(Cl)cc2)C1 (stereo not drawn)

entry no.,21,22,23,24,25,26,27,28,29,30
NR2E3 ag-1,2.3,3.4,2.7,-1.7,1.3,-2.0,0.0,-2.0,-1.3,-1.9
KKLEB tox,-4.6,-16.2,-2.0,6.5,9.4,-0.7,14.7,-11.7,-4.6,-4.4
CF NFkB inh,1.3,-6.6,-17.1,-7.4,-14.0,3.7,-56.3,13.3,5.6,2.8
Peg3 prom inh,21.8,-2.5,26.3,-3.4,-20.4,3.9,6.9,14.4,21.1,8.7
TWEAK Fn14 block,-3.4,-3.6,-2.4,-6.0,10.7,1.1,5.6,-2.7,6.2,-0.7
TRPM1 prom inh,4.4,1.3,-0.6,-2.2,8.3,-2.7,7.8,-0.8,0.0,-15.1
NR2E3 ag-2,-21.5,-22.9,-14.1,-26.7,6.9,-4.0,20.9,-10.1,-8.2,10.8
Shn3 3UTR inh,-5.7,-7.6,1.5,1.5,-2.6,35.5,7.4,-10.8,19.8,1.2
aDG glyco up,-0.1,-0.1,-0.1,-0.1,-0.1,-0.1,0.3,0.1,0.2,0.2
hiPSC survival,0.1,0.2,1.4,5.4,3.9,-1.1,0.0,-0.2,-1.0,-0.5
HIF-2a block,11.5,6.6,22.4,12.2,-15.4,12.4,14.2,14.1,13.5,8.5

(31) CCOC(=O)c1c(-c2cccs2)csc1NC(=O)CSc1ncn[nH]1
(32) CCCCCCCC(=O)NN=C1CCN(Cc2ccccc2)CC1
(33) O=C(O)C1CC=CCC1C(=O)Nc1cccc(C(=O)N2CCCCC2)c1 (stereo not drawn)
(34) CCOC(=O)C(NC(=O)N(C)C)(Nc1sc(C)c(CC)c1C#N)C(F)(F)F (stereo not drawn)
(35) CC1Cc2ccccc2N1Cc1cccc(S(=O)(=O)N(C)C)c1 (stereo not drawn)
(36) CCOC(=O)c1ccc(NC(=O)CCC(=O)NCc2ccco2)cc1
(37) COC(=O)c1ccccc1NC(=O)Nc1ccc(Cl)cn1
(38) Cc1sc2nc(SCC(N)=O)n(-c3ccccc3)c(=O)c2c1C
(39) Cc1c(Cl)c([N+](=O)[O-])nn1CC(=O)NCC(C)C
(40) COc1ccc(-n2cnnc2SCC(=O)Nc2cccc(S(N)(=O)=O)c2)cc1
(41) CCCn1c(=O)c2ccccc2n2c(SCc3nnc(-c4ccccc4Br)o3)nnc12
(42) O=S(=O)(Nc1nc2ccccc2nc1Cl)c1ccccc1C(F)(F)F

entry no.,31,32,33,34,35,36,37,38,39,40,41,42
NR2E3 ag-1,5.6,-0.2,-1.1,-0.7,1.4,6.6,-5.4,0.9,-1.2,2.7,-1.2,14.0
KKLEB tox,10.9,-3.6,-2.3,-5.6,5.8,19.9,-4.1,-4.5,1.2,1.0,-3.7,-0.4
CF NFkB inh,38.8,2.7,-0.1,32.8,15.6,-16.9,-3.9,-4.3,-9.6,9.2,-5.8,10.6
Peg3 prom inh,13.0,8.9,-4.0,-4.0,16.9,-6.7,-12.5,15.5,16.5,-8.1,10.3,-4.9
TWEAK Fn14 block,21.8,5.1,20.7,-1.9,5.5,3.5,6.1,17.1,-12.6,23.5,-9.8,50.1*
TRPM1 prom inh,2.2,-9.6,-5.1,-14.7,-1.7,5.7,11.8,5.5,1.6,12.0,7.5,-1.7
NR2E3 ag-2,-22.1,-0.7,12.8,-34.6,-4.3,-10.8,14.7,13.1,10.2,1.6,-12.3,-22.0
Shn3 3UTR inh,-0.9,-32.1,-1.9,-42.0,?,-14.7,-17.1,10.0,-6.8,-5.0,-7.6,-15.6
aDG glyco up,-0.1,-0.1,-0.2,-0.5,0.0,-0.2,-0.2,-0.2,0.1,-0.1,0.0,0.2
hiPSC survival,0.7,-1.9,1.9,0.8,-0.4,-0.5,-0.2,0.5,0.9,0.3,0.7,-0.1
HIF-2a block,9.5,11.4,14.6,11.4,1.3,0.4,-11.1,5.8,13.0,-0.2,21.3,4.2
